# High-throughput results: PubChem BioAssay, National Center for Advancing Translational Sciences (NCATS)
# B2AR arrestin – qHTS assay of beta-arrestin-biased ligands of beta2-adrenergic receptor. Potency, µM (top dose mostly 46.1 µM), inactives show at the highest dose activation, actives largely listed as activators. AID 492947, 2010. 0.02% of 330,000 active. beta-arrestin recruitment to beta2AR, cell-based reporter;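 note: potency is the fitted concentration of half-maximal effect; 0% = DMSO controls and full agonism = EC100 isoproterenol or metaproterenol; nearly all actives have a fitted effect of over 65% in size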
# Giardia kill – Small Molecules that selectively kill Giardia lamblia: qHTS; Giardia lamblia trophozoite viability; activity change, % at 7.66 µM, hits read low; 0.15% of 340,000 active; AID 540267, 2011; in the data active = activity change below about -80%; inconclusive = between about -30% and that limit;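 note: parasites exposed to compound for two days anaerobically before the ATP read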
#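 Trophozoites 100 cells/well + cpd; 48 hrs, 37 deg C, anaerobic. ATPLite 1-Step added, 15-30 min RT, luminescence read (ATP-based viability).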
# uPA surface inh – qHTS for Inhibitors of Cell Surface uPA Generation; Potency, µM (series often up to 38.3 µM), for the others: top-dose activity change, negative = inhibition, most hits filed as inhibitors; 0.31% of 330,000 active; cell surface uPA generation assay, qHTS; active = well fitted inhibition curve with a large enough effect; inconclusive = small, poorly fitted or top-dose-only effect; inactive = no such curve, though single readings can be large or run the other way; tested in mouse RAW 264.7 cells; note: potency is the fitted concentration of half-maximal effect; nearly all actives have a fitted effect of over 55% in size
# FBPA coupling cs – qHTS Assay for Inhibitors of Fructose-1,6-bisphosphate Aldolase from Giardia Lamblia: Coupling assay counterscreen. activity change, negative = inhibition, % at 58.2 µM, hits read low. 0.67% of 290,000 active. coupling enzyme system counterscreen, AmpLite Red fluorescence; in the data active = activity change below about -30%
#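 Coupling enzymes only (glyceraldehyde-3-phosphate) + compound, at 57.5 uM final, 10 min RT; add substrate/coupling/AmpLite Red mix, 20 min RT; fluorescence ex 525/em 598 nm. Actives flag coupling-system interference.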
# hERG WT inh – qHTS for Inhibitors of KCHN2 3.1: Wildtype qHTS; activity change, % at 1.84 µM; Voltage-gated inwardly rectifying potassium channel KCNH2 (Homo sapiens), Q12809; 0.37% of 340,000 active; AID 720551, 2013; U2OS, BacMam KCNH2, thallium flux FluxOr; active compounds read low;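 active = maximum activity change below -70%; inconclusive = maximum activity change between -70% and -50%; inactive = maximum activity change above -50%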
#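 U2OS cells transduced with wild-type KCNH2 virus are loaded with FluxOr dye for 45 min, and thallium flux is measured in kinetic reads before and after stimulation buffer. Rate constants are normalized to DMSO controls.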
# BCR signal inh – qHTS Assay to Find Inhibitors of Chronic Active B-Cell Receptor Signaling. ABC-DLBCL IkBa-CBG/CBR reporter, luminescence ratio, 4 h. Potency, µM (highest dose often 46.1 µM), inactives show at the highest dose ratio change, negative = lower green/red ratio, hits mostly inhibitors. 0.05% of 340,000 active. AID 493014, 2011; active = well fitted inhibition curve with a large enough effect in the signal ratio, with a control signal flat, not every such curve was filed as active; inconclusive = small, poorly fitted or top-dose-only effect, or effect the other way, or a change in a side signal; the % refers to the signal ratio;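 note: potency is the fitted concentration of half-maximal effect; plate controls were basal doxycycline-induced cells for no effect and cells given 10 µM MG132 for full effect; MG132 reads +100%, hits lower the ratio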
#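 Concentration-response series (up to 46 uM) were applied to TMD8 dual-reporter cells for 4 h at 37C with doxycycline. Green/red ratio, after filter-overlap correction, defined %Activity; red signal alone was normalised to basal cells and zero luminescence.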
# KCNH2 3.1 inh – qHTS for Inhibitors of KCHN2 3.1: Mutant qHTS; U2OS KCNH2 3.1, thallium flux FluxOr; active compounds read low; activity change, % (tested at about 1.8 µM); 0.95% of 340,000 active; AID 720553, 2013;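 active = maximum activity change below -70%; inconclusive = maximum activity change from -70% to -50%; inactive = maximum activity change above -50%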;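 note: thallium influx rate constant from kinetic fluorescence after stimulation buffer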
#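 Measured as rate of thallium-driven FluxOr signal in transduced U2OS cells carrying the 3.1 channel, read kinetically for 2 min upon stimulation; values are rate constants scaled to DMSO control wells.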
# GALK inhibitor – qHTS Assay for Inhibitors of Human Galactokinase (GALK). P51570. Purified GALK, Kinase-Glo residual ATP luminescence. Potency, µM (titrated, usually from 57.5 µM), for inactives: top-dose activity change, negative = inhibition, hits mostly inhibitors. 0.007% of 270,000 active. AID 1868, 2009; note: potency is the fitted concentration of half-maximal effect
#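 5 nM enzyme, 35 uM ATP, 100 uM galactose, 20 mM HEPES pH8.0, 5 mM MgCl2; 1 h RT; residual ATP by Kinase-Glo Plus luminescence, qHTS format.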
# PKM2 act – qHTS Assay for Activators of Human Muscle isoform 2 Pyruvate Kinase; Pyruvate kinase PKM (Homo sapiens), P14618; Potency, µM (top dose mostly 57.5 µM), for inactives: top-dose activation, usual class: activators; 0.34% of 260,000 active; purified PKM2, Kinase-Glo ATP luminescence, activation; response scale: 0% is enzyme alone, no compound; note: potency is the fitted concentration of half-maximal effect; nearly all actives have a fitted effect of over 55% in size
# Target sequence (P14618 whole entry, looked up, canonical isoform): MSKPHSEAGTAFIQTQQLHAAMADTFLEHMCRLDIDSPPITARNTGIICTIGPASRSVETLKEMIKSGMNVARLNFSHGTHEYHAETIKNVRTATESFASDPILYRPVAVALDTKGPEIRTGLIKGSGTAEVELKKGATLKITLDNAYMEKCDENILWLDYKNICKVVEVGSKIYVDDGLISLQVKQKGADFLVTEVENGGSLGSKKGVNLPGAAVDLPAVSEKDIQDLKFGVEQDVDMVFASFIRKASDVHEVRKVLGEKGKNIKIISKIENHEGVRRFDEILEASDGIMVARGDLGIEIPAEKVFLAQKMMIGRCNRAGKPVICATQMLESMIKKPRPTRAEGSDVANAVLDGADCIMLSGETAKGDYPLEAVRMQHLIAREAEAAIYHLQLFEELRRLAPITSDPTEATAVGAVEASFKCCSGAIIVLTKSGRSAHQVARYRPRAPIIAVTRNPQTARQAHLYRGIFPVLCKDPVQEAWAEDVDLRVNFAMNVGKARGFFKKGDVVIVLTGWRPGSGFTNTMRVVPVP
#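 Purified hPK-M2 (>95%) run at intermediate activity with 0.1 mM ADP and 0.5 mM PEP in 50 mM imidazole pH 7.2, KCl, MgCl2; 1 h room temperature. ATP formed read by Kinase-Glo luminescence; normalized to uninhibited and no-enzyme controls.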
# Eya2 inh – qHTS Assay for Inhibitors of the Phosphatase Activity of Eya2; Protein phosphatase EYA2 (Homo sapiens), O00167; 0.006% of 330,000 active; Potency, µM (doses to about 76.9 µM), for inactives: at the top dose activity, negative = inhibition, actives largely listed as inhibitors; AID 488837, 2010; recombinant Eya2, OMFP fluorescence dephosphorylation (OMFP is methylfluorescein phosphate); note: potency is the fitted concentration of half-maximal effect
# Target sequence (O00167 whole entry, looked up): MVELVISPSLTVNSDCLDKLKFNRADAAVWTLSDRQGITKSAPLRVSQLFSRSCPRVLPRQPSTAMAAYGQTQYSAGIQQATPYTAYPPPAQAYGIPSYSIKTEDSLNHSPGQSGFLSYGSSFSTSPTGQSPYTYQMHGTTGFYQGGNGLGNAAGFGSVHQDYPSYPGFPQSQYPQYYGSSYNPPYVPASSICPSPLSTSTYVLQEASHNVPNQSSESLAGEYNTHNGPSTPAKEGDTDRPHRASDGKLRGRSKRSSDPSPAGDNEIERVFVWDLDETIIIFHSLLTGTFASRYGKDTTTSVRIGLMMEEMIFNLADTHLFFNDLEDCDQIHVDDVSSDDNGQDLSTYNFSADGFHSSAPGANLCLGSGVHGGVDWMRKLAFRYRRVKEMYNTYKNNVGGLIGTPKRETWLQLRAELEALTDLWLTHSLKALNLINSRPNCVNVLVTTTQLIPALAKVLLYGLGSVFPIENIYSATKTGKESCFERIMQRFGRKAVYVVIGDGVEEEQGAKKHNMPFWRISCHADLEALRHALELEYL
#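 Eya2 (0.2 uM) preincubated 10 min at ambient with compound, then OMFP substrate added at 50 uM; 10 min reaction in 50 mM HEPES pH 7.5, 50 mM NaCl, 5 uM MgCl2, 0.05% BSA, 1 mM DTT. Fluorescence read at Ex 485/Em 525 nm.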
# USP2a block – qHTS Assay for Inhibitors of Ubiquitin-specific Protease USP2a Using CHOP2 as the Reporter; AID 463254, 2010; USP2 core, Ub-CHOP2 coupled fluorogenic reporter, 485/531; Potency, µM (series often up to 38.3 µM), inactives show at the top dose activity change, negative = inhibition, most hits filed as inhibitors; Ubiquitin carboxyl-terminal hydrolase 2 (Homo sapiens), O75604; 0.01% of 330,000 active;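 note: potency is the fitted concentration of half-maximal effect; plate controls were DMSO wells for no effect and full inhibition by NEM control for full effect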
#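 Deubiquitinase activity read as fluorescence (485/531 nm) after Ub-CHOP2 cleavage activates the enterokinase reporter on its substrate; USP2 core 10nM, Ub-CHOP2 and substrate 25nM each, 30min compound preincubation then 60min RT; data normalized to NEM, curves fitted.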
# An asterisk follows results filed as active; ? = inconclusive; nt = not tested or not shown; [ ] = dose if it differs, or a comment. Unless noted, calls come from the whole dose curve; as a rule, active = well fitted curve in the direction sought with a large enough effect; inconclusive = small, poorly fitted or top-dose-only effect, or another doubt; inactive = no such curve, though single readings can be large; an effect the other way counts as inactive or inconclusive. Unless noted, % is set by controls: 0 for no effect and ±100 for the full control effect.
no.	molecule	B2AR arrestin	Giardia kill	uPA surface inh	FBPA coupling cs	hERG WT inh	BCR signal inh	KCNH2 3.1 inh	GALK inhibitor	PKM2 act	Eya2 inh	USP2a block
1	CC(C)c1ccc(N=c2c([N+](=O)[O-])nn(-c3ccc4c(c3)OCCO4)n2O)cc1	0.2%	?	-5%	-6	13	7%	-9	nt	-10%	0%	4%
2	COc1ccc(S(=O)(=O)Nc2ccccc2C(=O)NCc2cccnc2)cc1C	0.0%	2	4%	4	2	1%	0	6%	nt	1%	0%
3	Cc1cc(Nc2ccc(C(=O)N3CCCCC3)cc2)c2cccc(C)c2n1	0.2%	16	7%	-1	1	2%	39	nt	nt	3%	3%
4	COc1ccc(NC(=O)c2ccccc2)c([N+](=O)[O-])c1	-0.6%	1	-11%	1	3	-18%	14	15%	-7%	-5%	2%
5	CCCn1c(N)c(N(CCOC)C(=O)c2cc(Cl)nc3ccccc23)c(=O)[nH]c1=O	-0.4%	3	3%	nt	-8	0%	-21	nt	nt	-7%	-1%
6	O=C(CCc1nnc2ccc(NCc3ccco3)nn12)Nc1cccc(F)c1	0.0%	-15	-8%	nt	-6	-6%	-5	0%	nt	9%	3%
7	COC(=O)c1sccc1NC(=O)c1sccc1C	0.2%	2	-3%	-1	-6	0%	5	-2%	-2%	-5%	0%
8	CCOC(=O)c1ccc(NC(=O)c2cccc3c2C(=O)N(CC2CCCO2)C3)cc1 (stereo not given)	-1.0%	5	-17%	-1	-1	?	-8	nt	0%	-2%	-4%
9	O=C(CN1CCN(C2CCCCC2)CC1)NCCC1=CCCCC1	0.1%	8	-3%	-6	9	-2%	18	6%	14%	9%	-1%
10	Cn1c(N)c(C(=O)COC(=O)/C=C/c2cccc(C(F)(F)F)c2)c(=O)n(C)c1=O	0.1%	3	4%	nt	9	13%	4	nt	nt	16%	3%
11	CC1CCN(C(=O)C(=O)c2cn(CC(=O)N3CCCCCC3)c3ccccc23)CC1	-0.9%	-12	-5%	nt	-9	?	-31	3%	-4%	2%	1%
12	C/C(=N/OC(=O)CC(C)C)c1cc(-c2ccc(Cl)cc2)no1	0.2%	-3	0%	0	-5	?	-36	-3%	-1%	-5%	1%

# Further compounds.
no.	molecule	B2AR arrestin	Giardia kill	uPA surface inh	FBPA coupling cs	hERG WT inh	BCR signal inh	KCNH2 3.1 inh	GALK inhibitor	PKM2 act	Eya2 inh	USP2a block
13	CCO[C@H]1OC(C(N)=O)=C[C@@H](c2ccc(Br)cc2)[C@@H]1CCCO	-0.4%	17	6%	13	-2	3%	-3	4%	3%	4%	-1%
14	Cc1ccc(C(=O)O/N=C(\N)Cc2cccc3ccccc23)cc1	0.1%	-26	1%	0	1	1%	-14	0%	nt	12%	0%
15	Cc1ccc(S(=O)(=O)N2CCOCC2)cc1NC(=O)CSc1nc(N)cc(N)n1	0.2%	-17	11%	nt	9	4%	8	nt	nt	-20%	0%
16	Cc1ccc(-c2nn(CCC(=O)O)cc2CCC(=O)O)cc1	0.2%	2	nt	-3	-30	16%	-8	0%	-1%	7%	2%
17	O=c1[nH]c(-c2cccnc2)nc2ccccc12	0.0%	-4	0%	1	3	?	1	-3%	-7%	-21%	2%
18	COc1ccc2nc3sc(C(=O)NCCN4CCc5ccccc5C4)cc3cc2c1	0.5%	-2	-29%	-11	0	1%	-16	0%	-10%	-2%	1%
19	CSc1cccc(NC(=O)N2CCCC(CNS(=O)(=O)Cc3ccccc3)C2)c1 (stereo not given)	0.0%	0	-10%	5	4	2%	-3	3%	3%	-2%	-4%
20	O=C(CSc1nnc(NC(=O)c2cccc(F)c2)s1)NCC1CCCO1 (stereo not given)	0.5%	-12	?	nt	-14	-4%	-12	-1%	-4%	0%	-5%
21	CN(C)C(=O)CN1C(=O)C2CC=C(Cl)CC2C1=O (stereo not given)	-1.1%	-2	-1%	-1	-4	2%	15	3%	-3%	-1%	1%
22	NCC(=O)Nc1ccc(Cl)cc1C(=O)c1ccc[nH]1	-0.7%	3	-4%	2	-16	?	-19	8%	3%	-6%	-1%
23	COc1cccc(NC2=C(C#N)C(=O)NC(c3cccc(OC)c3O)S2)c1 (stereo not given)	-0.4%	-8	3%	-1	3	?	6	nt	0%	3%	0%
24	COC(=O)[C@@]12CCCN1[C@H](c1ccc(-c3ccccc3)c(OC)c1)[C@H]1C(=O)N(C)C(=O)[C@H]12	-0.4%	-5	4%	nt	-5	0%	10	nt	nt	-16%	4%

# In a second layout: results already given
# Each structure is followed by: B2AR arrestin | Giardia kill | uPA surface inh | FBPA coupling cs | hERG WT inh | BCR signal inh | KCNH2 3.1 inh | GALK inhibitor | PKM2 act | Eya2 inh | USP2a block
19: CSc1cccc(NC(=O)N2CCCC(CNS(=O)(=O)Cc3ccccc3)C2)c1 (stereo not given)
    0.0% | 0 | -10% | 5 | 4 | 2% | -3 | 3% | 3% | -2% | -4%
20: O=C(CSc1nnc(NC(=O)c2cccc(F)c2)s1)NCC1CCCO1 (stereo not given)
    0.5% | -12 | ? | nt | -14 | -4% | -12 | -1% | -4% | 0% | -5%
21: CN(C)C(=O)CN1C(=O)C2CC=C(Cl)CC2C1=O (stereo not given)
    -1.1% | -2 | -1% | -1 | -4 | 2% | 15 | 3% | -3% | -1% | 1%

# Next section:
no.	molecule	B2AR arrestin	Giardia kill	uPA surface inh	FBPA coupling cs	hERG WT inh	BCR signal inh	KCNH2 3.1 inh	GALK inhibitor	PKM2 act	Eya2 inh	USP2a block
25	C=Cn1c(C(=O)O)ccc1-c1ccc(OC)cc1	0.6%	16	0%	3	9	1%	3	1%	0%	3%	-3%
26	C=CCNc1nc(SC)nc2ccsc12	-0.2%	-7	-7%	0	6	?	4	-4%	2%	-7%	1%
27	CN1C(=S)SC(N(O)C(=O)Nc2ccc(Cl)c(Cl)c2)C1(C)C (stereo not given)	-1.1%	6	8%	-2	5	0%	7	nt	-5%	3%	-1%
28	COC(=O)CN(C#N)c1nc(SC)nc(N(C)C)n1	-0.7%	14	-9%	1	-9	?	-1	-3%	-19%	7%	3%
29	C=CCN1C(=O)/C(=C2/Sc3ccccc3N2C)SC1=Nc1ccccc1C	0.0%	9	-3%	1	-10	-4%	6	-4%	-3%	11%	3%
30	CSc1ncccc1C(=O)Nc1ccc2c(c1)OCCO2	0.2%	5	-4%	nt	7	-8%	7	nt	nt	-17%	-5%
31	COc1ccccc1NC(=O)CC1S/C(=N/N=C2\CCCc3ccccc32)NC1=O (stereo not given)	-0.7%	4	10%	-3	-1	?	-12	5%	-1%	-13%	-6%
32	O=C(CN1NS(=O)(=O)c2ccccc2C1=O)Nc1ccccc1OC(F)F	-0.6%	5	nt	2	1	12%	-3	1%	1%	-7%	0%
33	CCCCN(C(=O)c1ccc(S(=O)(=O)N(CC)CC)cc1)c1c(N)n(CCC)c(=O)[nH]c1=O	0.0%	-8	-3%	-1	-2	-1%	-13	-1%	2%	-4%	4%
34	CC1CCN(S(=O)(=O)c2ccc3c(ccn3CCC(=O)NC(C)C)c2)CC1	0.3%	50[activator]	-8%	nt	-22	4%	20	-8%	nt	4%	0%
35	CCOC(=O)c1cc(S(=O)(=O)N2CCN(c3ccccc3OC)CC2)cn1C	0.1%	31[activator]	2%	nt	-4	6%	6	4%	nt	0%	1%
36	O=C1NC(NS(=O)(=O)c2ccccc2)(C(F)(F)F)C(=O)N1Cc1ccccc1 (stereo not given)	-0.1%	-5	6%	3	1	0%	15	0%	1%[0.46 µM]	5%	2%
37	COC(=O)c1nn(-c2ccccc2)c(=O)cc1Oc1ccccc1	-0.6%	3	-4%	5	-4	-2%	4	-1%	0%	10%	3%
38	CCOc1ccc(-c2c(=O)n(OCc3ccccc3Br)c3ccccc3[n+]2[O-])c(OCC)c1	-0.3%	45[activator]	3%	-4	-1	-1%	6	1%	-26%	5%	-2%
39	Cc1nc2nc[nH]n2c(=O)c1CCC(C)C	0.0%	2	-2%	6	4	18%	1	-1%	-3%	-3%	-2%
